PTAP TSG101 blk: qHTS Assay for Iinhibitors of HIV-1 Budding by Blocking the Interaction of PTAP/TSG101; AID 493005, 2010; Fluorescence polarization, FITC-PTAP peptide / Tsg101 binding; 340,000 tested, under 10 active; Potency, µM (series often up to 115 µM), inactives show at the top dose activity change, negative = inhibition, actives largely listed as inhibitors; Tumor susceptibility gene 101 protein (Homo sapiens), Q99816; active means well fitted inhibition curve with a large enough effect in the main read-out, with a control signal flat, not every such curve was filed as active; inconclusive means small, poorly fitted or top-dose-only effect, or effect the other way, or a change in a side signal; inactive means no such curve, though single readings can be large or run the other way; further: potency means the concentration at half of the fitted maximal effect; % of control where 0% means no effect
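Fluorescence polarization binding of Tsg101 binding domain (10 uM final) to FITC-labeled PTAP peptide (50 nM final) in HEPES pH 7.5 buffer with NaCl, Tween 20, EDTA, TCEP. Compounds added before peptide; binding 20 min at RT.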
Integrin act MD: qHTS for Activators of Integrin-Mediated Alleviation for Muscular Dystrophy. alpha7betagal myoblasts, beta-gal FDG fluorescence, 48 h. Potency, µM (series often up to 38.3 µM), without a hit: at the highest dose activation, hits mostly activators. actives 0.064% (n = 350,000). AID 624291, 2012;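 further: potency means the concentration at half of the fitted maximal effect; 100% = response of the positive control SU9516; nearly all actives have a fitted effect of over 60% in size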
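alpha7betagal+/- myoblasts (passage 13, 250/well) treated 48 h at 37C with compounds at 1:260 dilution of DMSO stock. Lysed, then beta-galactosidase activity read as FDG fluorescence (ex 480/em 540) after 30 min, with pre-read for autofluorescence.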
Mito fusion act: qHTS Assay for Small Molecule Inhibitors of Mitochondrial Division or Activators of Mitochondrial Fusion; actives 0.23% (n = 320,000); Potency, µM (highest dose often 46.1 µM), for the others: at the top dose growth rescue (activation), actives largely listed as activators; S. cerevisiae fusion-defective mutant growth rescue, CellTiterGlo 48 h; AID 485298, 2010;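 further: potency means the concentration at half of the fitted maximal effect; % of control where 0% means no effect; nearly all actives have a fitted effect of over 45% in size; temperature-sensitive fusion mutants such as fzo1-1 at 37 °C on non-fermentable ethanol glycerol medium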
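Read-out: ATP-based luminescence (CellTiterGlo, 10 min ambient) reporting growth of fusion-defective ts yeast after 48 hours at 37C on glycerol/ethanol YPEG medium in the presence of compound.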
TSHR antag: Antagonists of the Thyroid Stimulating Hormone Receptor: HTS campaign; Thyrotropin receptor (Homo sapiens), P16473; TSHR-expressing cells, TSH-stimulated cAMP HTRF, 2 h; active compounds read low; activity change, negative = inhibition, % at 11.5 µM; actives 0.2% (n = 330,000); AID 504810, 2011;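 active means activity change below a set negative limit, meaning inhibition stronger than a set level, cut at about -70% in these data; inconclusive means activity change between two set negative limits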; further: on the % scale 0 is the no-effect control and ±100 the full control effect
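Antagonism was scored as loss of TSH-driven cAMP in TSHR cells, stimulated with 4nM TSH (EC80) for 2 hours at 37 deg C and detected by homogeneous HTRF competition immunoassay.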
TCR activator: Activators of T cell receptors: qHTS campaign. primary human leukocytes, anti-CD3, IL-2 HTRF, 48 h. Potency, µM (series often up to 9.22 µM), inactives show at the top dose activation of IL-2 secretion, usual class: activators. 330,000 tested, under 10 active; further: % of control where 0% means no effect
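IL-2 produced over 48 hr by a-CD3 bead-stimulated primary human leukocytes exposed to compounds was detected with a homogeneous time-resolved FRET immunoassay, 665nm acceptor signal after 320nm excitation.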
A-T KAP1 phos: qHTS Assay for Identifying a Potential Treatment of Ataxia-Telangiectasia; Potency, µM (doses to about 57.5 µM), for the others: top-dose activation, usual class: activators; AID 485349, 2010; […] A-T fibroblasts, KAP-1 phosphorylation AlphaLISA; neocarzinostatin DNA damage 30 min before lysis; actives 0.19% (n = 320,000); further: potency means the concentration at half of the fitted maximal effect; % of control where 0% means no effect; nearly all actives have a fitted effect of over 45% in size
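hTERT-immortalized A-T patient fibroblasts ([…]), 500 cells/well in OPTI-MEM, 1% FBS, got compounds for 60 min, then NCS for 30 min at 37C. Lysates were then assayed for phospho-KAP-1 by AlphaLISA (anti-pKAP1 donor, anti-KAP1 acceptor beads), 6 hr at 25C.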
Menin MLL FP TR: qHTS Assay for Inhibitors Targeting the Menin-MLL Interaction in MLL Related Leukemias: Competition With Texas Red Labeled MLL-derived Mutant Peptide; O00255; Menin + Texas Red MLL mutant peptide, fluorescence polarization; Potency, µM (top dose mostly 61.6 µM), without a hit: at the top dose FP activity change, negative = inhibition, actives largely listed as inhibitors; actives 0.23% (n = 270,000); AID 1768, 2009; active means well fitted inhibition curve with a large enough effect in the polarisation, with a control signal flat, not every such curve was filed as active; inconclusive means small, poorly fitted or top-dose-only effect, or effect the other way, or a change in a side signal; inactive means no such curve, though single readings can be large or run the other way; the % refers to the polarisation; further: potency means the concentration at half of the fitted maximal effect; % of control where 0% means no effect; many of its hits are not listed in these tables
MBNL1 CUG block: qHTS Assay for Inhibitors of MBNL1-poly(CUG) RNA binding; Muscleblind-like protein 1 (Homo sapiens), Q9NR56; actives 0.036% (n = 280,000); TR-FRET MBNL1-His/biotin-(CUG)12 binding, 665/545 ratio; Potency, µM (highest dose often 57.5 µM), for inactives: top-dose activity change, negative = inhibition, actives largely listed as inhibitors; AID 2675, 2010; active means well fitted inhibition curve with a large enough effect in the signal ratio, with a control signal flat, not every such curve was filed as active; inconclusive means small, poorly fitted or top-dose-only effect, or effect the other way, or a change in a side signal; inactive means no such curve, though single readings can be large or run the other way; the % refers to the signal ratio; further: potency means the concentration at half of the fitted maximal effect; on the % scale 0 is the no-effect control and ±100 the full control effect
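Compound titration spanned 92 nM–58 uM against the MBNL1-His/biotin-(CUG)12 complex. After 60 min at room temperature with 5 nM streptavidin-XL665 and 0.055 ng/ul terbium anti-His, ratiometric 665/545 nm emission (Ex 340 nm) normalized to controls.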
MLL CXXC-DNA inh: qHTS Fluorescence Polarization Assay for Inhibitors of MLL CXXC domain - DNA interaction. Histone-lysine N-methyltransferase 2A (Homo sapiens), Q03164. MLL-CXXC / FITC-HOXA9 DNA fluorescence polarization. Potency, µM (doses to about 115 µM), without a hit: at the highest dose activity change, negative = inhibition, actives largely listed as inhibitors. actives 0.037% (n = 290,000). AID 2662, 2010; active means well fitted inhibition curve with a large enough effect in the polarisation, with a control signal flat, not every such curve was filed as active; inconclusive means small, poorly fitted or top-dose-only effect, or effect the other way, or a change in a side signal; inactive means no such curve, though single readings can be large or run the other way; the % refers to the polarisation; further: potency means the concentration at half of the fitted maximal effect
Target sequence (Q03164 whole entry, looked up, the tested form may be a part): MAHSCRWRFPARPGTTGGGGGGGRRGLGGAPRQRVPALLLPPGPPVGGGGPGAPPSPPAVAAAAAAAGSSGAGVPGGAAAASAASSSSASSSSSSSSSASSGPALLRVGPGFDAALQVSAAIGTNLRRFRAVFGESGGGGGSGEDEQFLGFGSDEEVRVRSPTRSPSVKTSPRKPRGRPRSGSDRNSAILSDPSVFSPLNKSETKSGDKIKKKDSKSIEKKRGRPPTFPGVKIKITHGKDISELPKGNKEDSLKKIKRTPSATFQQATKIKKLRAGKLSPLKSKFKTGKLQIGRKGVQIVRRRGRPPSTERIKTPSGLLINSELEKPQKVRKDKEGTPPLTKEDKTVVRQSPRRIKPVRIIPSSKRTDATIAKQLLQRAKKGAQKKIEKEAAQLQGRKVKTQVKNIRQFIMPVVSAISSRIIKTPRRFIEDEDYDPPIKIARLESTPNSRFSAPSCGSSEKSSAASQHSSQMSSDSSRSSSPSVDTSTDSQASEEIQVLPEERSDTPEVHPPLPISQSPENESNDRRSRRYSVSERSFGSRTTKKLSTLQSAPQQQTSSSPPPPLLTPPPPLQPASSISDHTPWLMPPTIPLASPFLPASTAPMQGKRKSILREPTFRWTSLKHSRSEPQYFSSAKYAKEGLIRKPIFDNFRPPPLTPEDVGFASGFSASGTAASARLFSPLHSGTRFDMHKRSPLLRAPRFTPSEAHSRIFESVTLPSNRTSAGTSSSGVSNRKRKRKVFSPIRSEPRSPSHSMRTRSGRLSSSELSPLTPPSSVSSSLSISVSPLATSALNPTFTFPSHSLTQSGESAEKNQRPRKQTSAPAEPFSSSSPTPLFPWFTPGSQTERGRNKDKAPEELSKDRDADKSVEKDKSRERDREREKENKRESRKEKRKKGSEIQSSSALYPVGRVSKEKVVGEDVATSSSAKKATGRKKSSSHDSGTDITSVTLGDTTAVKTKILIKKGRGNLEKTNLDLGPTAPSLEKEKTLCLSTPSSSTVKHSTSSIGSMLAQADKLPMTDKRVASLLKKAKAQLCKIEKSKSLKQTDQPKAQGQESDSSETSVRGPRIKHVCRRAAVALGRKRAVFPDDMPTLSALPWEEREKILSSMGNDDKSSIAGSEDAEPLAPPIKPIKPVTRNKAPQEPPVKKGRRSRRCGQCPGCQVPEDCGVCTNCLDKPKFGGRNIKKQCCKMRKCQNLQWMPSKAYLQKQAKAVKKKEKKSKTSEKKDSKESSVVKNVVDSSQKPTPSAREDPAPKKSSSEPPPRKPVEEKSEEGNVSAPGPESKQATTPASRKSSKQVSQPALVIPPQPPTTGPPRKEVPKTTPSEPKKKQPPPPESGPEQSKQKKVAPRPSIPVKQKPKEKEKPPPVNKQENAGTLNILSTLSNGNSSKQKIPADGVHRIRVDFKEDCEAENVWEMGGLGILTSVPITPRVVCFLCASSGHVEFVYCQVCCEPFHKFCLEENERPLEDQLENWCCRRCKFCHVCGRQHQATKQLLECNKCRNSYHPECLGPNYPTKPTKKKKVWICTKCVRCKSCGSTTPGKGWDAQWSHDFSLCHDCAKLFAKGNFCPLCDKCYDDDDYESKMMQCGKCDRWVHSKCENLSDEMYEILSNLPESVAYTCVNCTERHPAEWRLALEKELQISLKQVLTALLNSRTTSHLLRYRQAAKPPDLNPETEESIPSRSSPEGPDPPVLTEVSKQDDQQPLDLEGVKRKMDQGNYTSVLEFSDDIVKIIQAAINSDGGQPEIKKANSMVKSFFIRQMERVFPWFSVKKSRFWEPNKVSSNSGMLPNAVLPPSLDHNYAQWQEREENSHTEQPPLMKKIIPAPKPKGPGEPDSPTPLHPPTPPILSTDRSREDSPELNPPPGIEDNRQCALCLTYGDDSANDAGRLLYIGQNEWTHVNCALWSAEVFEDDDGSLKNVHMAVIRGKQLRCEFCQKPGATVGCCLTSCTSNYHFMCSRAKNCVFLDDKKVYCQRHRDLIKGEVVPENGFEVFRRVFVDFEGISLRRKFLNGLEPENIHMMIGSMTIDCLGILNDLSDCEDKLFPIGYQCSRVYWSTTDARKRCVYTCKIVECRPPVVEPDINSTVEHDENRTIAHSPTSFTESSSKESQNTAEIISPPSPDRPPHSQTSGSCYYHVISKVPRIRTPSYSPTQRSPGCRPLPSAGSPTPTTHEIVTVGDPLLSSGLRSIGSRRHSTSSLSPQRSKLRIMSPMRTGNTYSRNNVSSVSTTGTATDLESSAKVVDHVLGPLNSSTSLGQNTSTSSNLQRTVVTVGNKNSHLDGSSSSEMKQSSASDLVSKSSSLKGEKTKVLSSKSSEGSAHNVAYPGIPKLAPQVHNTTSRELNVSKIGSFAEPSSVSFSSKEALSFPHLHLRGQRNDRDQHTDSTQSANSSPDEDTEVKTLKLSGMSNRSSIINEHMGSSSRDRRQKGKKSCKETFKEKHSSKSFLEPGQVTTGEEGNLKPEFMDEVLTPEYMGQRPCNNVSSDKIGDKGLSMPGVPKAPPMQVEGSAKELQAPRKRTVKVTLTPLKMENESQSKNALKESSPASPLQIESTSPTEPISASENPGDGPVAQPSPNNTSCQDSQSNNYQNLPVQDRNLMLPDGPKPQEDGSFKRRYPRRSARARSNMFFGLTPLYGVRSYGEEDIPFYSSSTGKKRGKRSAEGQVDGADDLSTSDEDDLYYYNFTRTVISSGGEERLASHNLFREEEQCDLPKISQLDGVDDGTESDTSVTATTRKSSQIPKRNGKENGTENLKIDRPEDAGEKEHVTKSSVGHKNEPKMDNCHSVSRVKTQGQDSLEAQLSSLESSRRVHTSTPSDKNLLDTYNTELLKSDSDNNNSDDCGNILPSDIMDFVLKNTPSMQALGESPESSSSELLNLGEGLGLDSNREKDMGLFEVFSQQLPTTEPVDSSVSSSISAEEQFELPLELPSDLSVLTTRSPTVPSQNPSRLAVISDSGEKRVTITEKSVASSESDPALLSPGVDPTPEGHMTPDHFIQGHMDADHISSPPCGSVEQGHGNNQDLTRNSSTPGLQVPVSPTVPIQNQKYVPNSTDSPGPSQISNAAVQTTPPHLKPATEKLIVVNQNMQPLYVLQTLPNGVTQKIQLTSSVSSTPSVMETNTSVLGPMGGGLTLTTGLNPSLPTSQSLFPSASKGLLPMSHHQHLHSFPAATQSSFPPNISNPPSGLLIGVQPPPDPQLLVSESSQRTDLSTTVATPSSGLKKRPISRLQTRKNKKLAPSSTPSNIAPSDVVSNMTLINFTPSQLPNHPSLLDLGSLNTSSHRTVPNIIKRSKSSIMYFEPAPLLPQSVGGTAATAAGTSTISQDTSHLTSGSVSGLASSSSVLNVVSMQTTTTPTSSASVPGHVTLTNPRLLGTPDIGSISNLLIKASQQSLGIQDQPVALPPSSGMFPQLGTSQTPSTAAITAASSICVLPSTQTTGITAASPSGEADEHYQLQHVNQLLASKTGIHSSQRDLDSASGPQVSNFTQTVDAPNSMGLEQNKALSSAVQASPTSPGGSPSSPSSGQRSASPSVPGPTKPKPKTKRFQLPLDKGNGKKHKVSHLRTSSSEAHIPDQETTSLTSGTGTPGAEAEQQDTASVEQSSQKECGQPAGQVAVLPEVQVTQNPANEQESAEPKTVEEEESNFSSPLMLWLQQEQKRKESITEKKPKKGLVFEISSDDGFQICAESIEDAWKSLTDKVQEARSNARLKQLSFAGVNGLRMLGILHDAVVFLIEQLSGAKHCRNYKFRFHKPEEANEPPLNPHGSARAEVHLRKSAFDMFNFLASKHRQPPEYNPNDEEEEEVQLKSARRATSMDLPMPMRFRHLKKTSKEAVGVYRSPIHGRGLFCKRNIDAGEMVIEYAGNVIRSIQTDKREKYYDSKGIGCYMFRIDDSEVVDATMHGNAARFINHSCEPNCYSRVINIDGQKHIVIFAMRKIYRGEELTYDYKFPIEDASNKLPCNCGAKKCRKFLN
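Fluorescence polarization: 7 uM MLL-CXXC (stock) preincubated 5 min with compounds, then 50 nM fluorescein-HOX-A9 DNA (stock) added; 30 min ambient. Buffer 50 mM Tris-HCl pH 7.5, 50 mM NaCl, 1 mM DTT, 0.05% BSA.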
S-ASM inh: Inhibitors of Secretory Acid Sphingomyelinase (S-ASM): qHTS. Sphingomyelin phosphodiesterase (Homo sapiens), P17405. placental ASM, HMU-PC fluorogenic substrate, 60 min. Potency, µM (series often up to 57.5 µM), for inactives: top-dose activity change, negative = inhibition, hits mostly inhibitors. actives 0.006% (n = 340,000); further: potency means the concentration at half of the fitted maximal effect
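Human placenta-derived ASM enzyme was preincubated with compound for 10 minutes at room temperature, then given fluorogenic substrate HMU-PC0 (9 uM final) for 60 minutes at 37 °C; a pH 10 stop preceded fluorescence reading at Ex 386/Em 447 nm.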
* hit, by the source's call; ? = inconclusive; · = no result given; & = joins results of further samples; [ ] = remark or other dose. Unless noted, the call rests on the fitted dose curve; in most records, active means well fitted curve in the direction sought with a large enough effect; inconclusive means small, poorly fitted or top-dose-only effect, or another doubt; inactive means no such curve, though single readings can be large; an effect the other way counts as inactive or inconclusive. These rows are one share of the data, so the mix of outcomes need not match the whole.

SMILES	PTAP TSG101 blk	Integrin act MD	Mito fusion act	TSHR antag	TCR activator	A-T KAP1 phos	Menin MLL FP TR	MBNL1 CUG block	MLL CXXC-DNA inh	S-ASM inh
COc1ccc(CN2CCC(CO)(CCOc3ccccc3)CC2)c(OC)c1C	1%	10%	-4%	12	1%	-6%	?	-12%	-6%	-2%
CCc1nnc(NS(=O)(=O)c2ccc(N3C(=O)C4CC=C(Cl)CC4C3=O)cc2)s1 (centres undefined)	-8%	5%	4%	4	-2%	-2%	5%	-8%	-6%	0%
O=C(CCC(=O)NC1CCCCC1)N/N=C/c1ccncc1	-8%	20%	20%	-1	9%	2%	-6%	7%	-1%	-2%
O=C(O)c1cc(C(F)(F)F)nc2c(C(F)(F)F)cccc12	-7%	27%	-5%	-6	2%	-4%	12%&-2%	?	-14%	18%
CCCN1CCC(=O)N(CCSc2ccccc2)CC1	-1%	34%	1%	8	16%	-3%	3%	-11%	8%	-4%
C=CCNC(=S)N/N=C(\C)c1ccc(-n2ccnc2)cc1	-3%	?	?	3	2%	-1%	-6%	12%	-2%	-1%
COc1cccc2c1Oc1cc([N+](=O)[O-])cc(N(C)C(C)=O)c1C=C2	-1%	?	-17%	-1	-1%	-37%	-17%	?	-1%	2%
CCOP(=O)(OCC)C1NC(=O)N(c2ccccc2)C1=O (centres undefined)	-3%	20%	-5%	-7	5%	-3%	-26%	-3%	3%	1%
Cc1cc(NC(=O)Nc2ccc(OCc3ccccc3)cc2)n(C)n1	0%	-4%	11%	-6	4%	-3%	36%[activator]	-11%	7%	-3%
O=C(OC(C(=O)NCc1ccccc1)c1ccccc1)c1ccco1 (centres undefined)	-3%	-22%	-8%	2	-6%	17%	·	-5%	-2%	2%
Cc1ccc2nc(-c3ccc(S(=O)(=O)N4CCOCC4)cc3)cn2c1	·	·	0%	0	·	-1%	0%	2%	8%	·
O=C(Nc1ccc2c(c1)OCO2)C(c1ccccc1)N1CCC2(CC1)OCCO2 (centres undefined)	-2%	6%	-9%	-3	-1%	-10%	10%	-4%	0%	2%
O=C(Nc1ccc(F)cc1F)c1c(C(F)(F)F)ccnc1Oc1ccc(Cl)cc1	0%	9%	5%	-8	10%	5%	·	·	0%	-1%
O=C(c1ccco1)N1CCN=C1SCc1cccc(F)c1	-1%	7%	3%	11	-1%	2%	-1%	-11%	-2%	6%
Cc1nnsc1C(=O)N/N=C/c1ccccc1Cl	1%	12%	-1%	-1	11%	3%	·	-2%	-1%	-1%
O=C(CNS(=O)(=O)c1c(Cl)cccc1Cl)OCC(=O)c1ccc[nH]1	-2%	-9%	2%	3	-1%	-3%	·	-2%	0%	-1%
Cc1c(C(=O)OC(C)C)[nH]c2c1C(=O)CC(C)(C)C2	-7%	-9%	2%	-11	7%	4%	1%	0%	2%	6%
Cc1ccc(NC(=O)CCNC(=O)c2ccc(Br)cc2)cc1S(=O)(=O)N1CCCCCC1	0%	11%	-5%	-24	4%	-1%	·	·	·	-18%
Cc1cc(C)cc(NC(=O)c2sc3nc4n(c(=O)c3c2C)CCC4)c1	-8%	1%	?	-14	7%	4%	14%	2%	2%	-8%
COc1ccc(CCNC(=O)CS(=O)(=O)Cc2nc(-c3ccccc3Cl)oc2C)cc1OC	0%	-31%	-3%	4	6%	9%	-10%	-9%	·	-1%
Cc1occc1-c1nnc(SCC(=O)O)n1-c1ccccc1	-5%	-6%	-1%	23	-5%	-5%	·	-7%	-16%	2%
Cc1ccccc1C(=O)NN1CC(C(=O)OCc2ccc(Cl)c(Cl)c2)CC1=O (centres undefined)	-4%	0%	-6%	-4	0%	12%	·	2%	7%	-7%
Cc1cc(C)nc(NN2C(=O)/C(=C/c3ccccc3)SC2=S)n1	-10%	-35%	3%	21	·	-8%	?	-2%	12%	-7%
Cc1ccc(NC(=S)NCC23C=CC(O2)C2C(=O)N(c4ccc(C)cc4)C(=O)C23)cc1 (centres undefined)	1%	-39%	1%	5	-3%[46.1 µM]	4%	6%	4%	0%	-1%
O=C(CNC(=O)c1ccc2c(c1)OCO2)Nc1cccc(Br)c1	-3%	5%	5%	2	0%	3%	·	·	·	2%
O=C(COC(=O)CCN1C(=O)/C(=C\C=C\c2ccccc2)SC1=S)Nc1ccc(Br)cc1	2%	11%	7%	12	7%	-5%	?	5%	9%	-24%
CC(OC(=O)CN(C)S(=O)(=O)c1ccc(Cl)cc1)C(=O)Nc1ncc(Cl)cc1Cl (centres undefined)	-5%	-9%	3%	-4	0%	-5%	9%	6%	2%	0%
COc1ccc(C(=O)c2ccccc2)c(OCC(=O)NC2CC2)c1	1%	5%	10%[9.22 µM]	17	14%	0%	-22%	-1%	12%	46%
Cc1csc2c(N3CCN(C(=S)Nc4ccc(F)cc4F)CC3)ncnc12	-1%	-15%	0%	-28	2%	17%	·	-13%	4%	-4%
CCOc1ccc(S(=O)(=O)N2CCC(C(=O)N3CCN(Cc4ccccc4)CC3)CC2)cc1	-9%	5%	-2%	-5	5%	5%	-12%	0%	?	-2%
COc1ccc(/C=C2\SC(=O)N=C2N)cc1	-6%	7%	-2%	-11	0%[46.1 µM]	27%	-17%	·	-5%	22%
COc1cccc(CNC(=O)COC(=O)c2cc([N+](=O)[O-])ccc2N2CCCC2)c1	-1%	-25%	6%	10	1%	-10%	·	·	·	-12%
Cc1ccc(NCCNc2ccc(C)cc2)cc1	-6%	-19%	1%	0	3%	-7%	-5%	6%	-2%	-1%
O=S(=O)(c1ccccc1C(F)(F)F)N1CCC(n2cnc3ccccc32)CC1	-3%	10%	5%	-7	6%	2%	-2%	-5%	-10%	-1%
CCOc1cc(/C=N/NC(=O)c2cc(C)n(-c3ccc(F)cc3)c2C)ccc1O	-3%	6%	1%	-1	-1%	3%	·	5%	2%	146%[activator]
Cc1cc(C)nc(NS(=O)(=O)c2ccc(NC(=O)c3ccco3)cc2)n1	-2%	-5%	-7%	-11	5%	4%	-2%	-3%	-5%	8%
CC1Oc2ccccc2N(CC(=O)Nc2ccccc2F)C1=O (centres undefined)	2%	7%	4%	5	-3%	4%	2%	5%	-3%	2%
COc1ccc(C(=O)NCC(=O)N/N=C/c2ccc([N+](=O)[O-])s2)cc1OC	-5%	-39%	5%[9.22 µM]	-1	2%	4%	20%	?	6%	-7%
Cn1nc(C#N)c(=O)[nH]c1=O	1%	0%	·	·	2%	·	·	·	·	1%
Nn1c(SCC(=O)NC2CCCc3ccccc32)nnc1-c1ccc(Cl)cc1Cl (centres undefined)	·	·	-1%	0	1%[46.1 µM]	1%	1%	-1%	2%	·
COc1cccc(C2CCCN2Cc2nc(CCC(C)C)no2)c1 (centres undefined)	-3%	0%	-1%	16	0%	0%	-12%	1%	-4%	-5%
O=C1c2ccsc2SCCN1Cc1c(F)cccc1Cl	-3%	11%	-1%	-6	10%	-9%	-12%	-7%	-4%	0%
CC[C@]12c3[nH]c4cc(CCC(=O)N(C)C)ccc4c3CCN1C(=O)[C@@H](CC(=O)NCc1ccc(OC)c(OC)c1)C[C@@H]2C(=O)N1CCN(C(=O)c2ccco2)CC1	0%	0%	·	-1	3%[46.1 µM]	6%	·	·	·	0%
CCN(CC)c1nc(-c2cccc(OC)c2O)nc2ccccc12	-1%	-19%	10%	-15	3%	4%	9%	-7%	4%	-12%
